Bioassay records deposited in PubChem by National Center for Advancing Translational Sciences (NCATS).
D1 potentiator = potentiators of human D1 dopamine receptor; HEK293 TREx D1 cells, calcium flux, dopamine EC20 potentiation; potentiation, % at 10 µM; AID 504651; P21728; 360,000 compounds, 0.036% hits; in the data active means potentiation above about 30%; further: 0% is about no effect
RXFP1 antag = blocks the human relaxin receptor RXFP1 | Q9HBX9 | HEK293-RXFP1, relaxin-stimulated cAMP HTRF, 30 min; stronger effect = lower value | activity change, negative = inhibition, % at 57.5 µM | 350,000 compounds, 0.59% hits | AID 1259400;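 active means activity change of -60% or lower, but not beyond a set lower limit; inconclusive means change between -60% and -40%, or beyond the set limit; inactive means change above -40%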; further: on the % scale 0 is the no-effect control and ±100 the full control effect
D1 agonist = activates the human D1 dopamine receptor; P21728; HEK293 T-REx D1 cells, calcium flux, agonist mode; activation, % at 2 µM; 360,000 compounds, 1% hits; in the data active means activation above about 30%; further: 0% is about no effect
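Inducible HEK293 T-REx D1 cells, force-coupled to calcium signalling, were plated at 4000 cells/well with tetracycline and held overnight at 30 C. After no-wash calcium dye loading, compound-evoked calcium rise over 180 s flagged agonists.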
D1 antagonist = antagonists of human D1 dopamine receptor; P21728; HEK293 TREx D1 cells, calcium flux, dopamine EC80; stronger effect = lower value; activity change, negative = inhibition, % at 10 µM; 360,000 compounds, 3.2% hits; in the data active means activity change below about -30%; further: on the % scale 0 is the no-effect control and ±100 the full control effect
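Inducible Hek293 Trex D1 cells (tetracycline, overnight, 30 C). Calcium dye 30–90 min RT. Antagonist mode: EC80 dopamine added after 180 s compound read.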
RXFP1 agonist = RXFP1 (human) receptor agonism. Q9HBX9. HEK293T-RXFP1 cAMP TR-FRET, 30 min; response scale: percent of porcine relaxin response, buffer zero. Potency, µM (doses to about 57.5 µM), inactives show top-dose activation, usual class: activators. 370,000 compounds, 0.3% hits. AID 2676; further: potency means the concentration at half of the fitted maximal effect; on the % scale 0 is the no-effect control and ±100 the full control effect; nearly all actives have a fitted effect of over 60% in size; many of its hits are not listed in these tables
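HEK293T cells stably expressing RXFP1 were pretreated with the PDE4 inhibitor Ro 20174, exposed to compounds for 30 min at 37C, lysed, and cAMP was read by TR-FRET. Data normalized to buffer (basal) and 29 nM porcine relaxin (100%).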
TRHR ag = agonists of human TRH receptor. TRHR cells, calcium flux fluo-8, FDSS agonist mode. P34981. AID 493084. activation, % at 2 µM. 360,000 compounds, 0.18% hits; in the data active means activation above about 30%; further: 0% is about no effect
Target sequence (P34981 whole entry, looked up): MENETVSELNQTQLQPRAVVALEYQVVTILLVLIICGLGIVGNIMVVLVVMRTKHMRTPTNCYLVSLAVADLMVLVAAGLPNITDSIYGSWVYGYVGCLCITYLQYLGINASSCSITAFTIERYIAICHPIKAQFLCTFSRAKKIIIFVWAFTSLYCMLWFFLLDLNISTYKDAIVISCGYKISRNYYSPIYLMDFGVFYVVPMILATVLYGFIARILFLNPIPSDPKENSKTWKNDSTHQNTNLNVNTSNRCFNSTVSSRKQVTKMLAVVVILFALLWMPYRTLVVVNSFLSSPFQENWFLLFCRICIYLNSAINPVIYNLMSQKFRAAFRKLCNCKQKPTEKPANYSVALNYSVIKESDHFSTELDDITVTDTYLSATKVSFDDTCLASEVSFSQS
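Fluo-8-loaded TRHR cells; 10 s baseline, compound added, kinetic Ca2+ fluorescence read 1/s, agonist mode.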
Apoferritin bind = candidate novel general anesthetic via apoferritin binding; AID 485281; Potency, µM (highest dose often 77.5 µM), without a hit: at the top dose activity change, negative = displacement, hits mostly inhibitors; 350,000 compounds, 0.074% hits; apoferritin/1-aminoanthracene competitive binding, fluorescence; P02791; further: potency means the concentration at half of the fitted maximal effect; on the % scale 0 is the no-effect control and ±100 the full control effect; nearly all actives have a fitted effect of over 20% in size
Target sequence (P02791 2-175 limits assumed): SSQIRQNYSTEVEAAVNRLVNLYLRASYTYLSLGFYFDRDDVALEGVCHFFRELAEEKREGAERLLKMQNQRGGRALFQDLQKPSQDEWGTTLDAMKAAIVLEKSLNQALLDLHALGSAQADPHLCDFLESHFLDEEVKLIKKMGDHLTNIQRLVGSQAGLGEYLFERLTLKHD
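Horse-spleen apoferritin (10 uM) in 50% saturated 1-aminoanthracene in PBS was incubated 10 min at room temperature with compound. Fluorescence (ex 380, em 535 nm) was normalized to free and bound 1-AMA, with concentration-response fitted by a four-parameter Hill equation.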
D2 PAM = positive allosteric modulators of human D2 dopamine receptor; potentiation, % at 10 µM; 340,000 compounds, 0.34% hits; HEK293 T-REx D2, calcium flux, EC20 dopamine potentiation; P14416;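 active means potentiation over 3 SD above the plate norm, cut at about 30% in these data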; further: 0% is about no effect
Target sequence (P14416 whole entry, looked up): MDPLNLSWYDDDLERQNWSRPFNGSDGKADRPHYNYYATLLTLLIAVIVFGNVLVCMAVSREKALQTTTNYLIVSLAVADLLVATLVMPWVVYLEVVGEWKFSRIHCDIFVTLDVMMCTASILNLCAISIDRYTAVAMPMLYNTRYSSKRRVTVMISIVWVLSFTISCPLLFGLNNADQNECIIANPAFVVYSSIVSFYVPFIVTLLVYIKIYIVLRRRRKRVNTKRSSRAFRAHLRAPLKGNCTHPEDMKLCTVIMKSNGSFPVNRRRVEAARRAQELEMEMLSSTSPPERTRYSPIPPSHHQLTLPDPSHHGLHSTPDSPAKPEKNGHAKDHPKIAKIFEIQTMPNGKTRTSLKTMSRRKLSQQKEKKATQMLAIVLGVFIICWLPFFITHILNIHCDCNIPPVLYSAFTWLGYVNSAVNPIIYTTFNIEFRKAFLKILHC
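Cells plated with tetracycline inducer and held overnight at 30 C; calcium dye loaded 30–90 min at room temperature; baseline taken, compound added and read 180 s; EC20 dopamine then added and read 180 s.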
TRHR enhancer = TRH receptor (human) allosteric enhancement. enhancement, % at 2 µM. 360,000 compounds, 0.66% hits. P34981. AID 493056. TRHR cells, fluo-8 calcium fluorescence, EC20 TRH enhancement; in the data active means enhancement above about 30%; further: 0% is about no effect
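TRHR-expressing cells loaded with fluo-8 calcium dye were read kinetically (ex 480/em 530) during compound addition, then stimulated with an EC20 of TRH (10 nM final). Enhancement of the Gq-mediated intracellular calcium response was scored.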
* marks the source's active call; other numbers are inactive results; ? = inconclusive; · = not tested or not shown. Unless noted, the call rests on the fitted dose curve; in most records, active means well fitted curve in the direction sought with a large enough effect; inconclusive means small, poorly fitted or top-dose-only effect, or another doubt; inactive means no such curve, though single readings can be large; an effect the other way counts as inactive or inconclusive. Not all compounds are listed. The share of hits here may be higher or lower than overall.

Values run as follows: D1 potentiator, RXFP1 antag, D1 agonist, D1 antagonist, RXFP1 agonist, TRHR ag, Apoferritin bind, D2 PAM, TRHR enhancer
1	CCCc1cc(=O)[nH]c2nnc(SCC(=O)Nc3ccc(OC)cc3)n12
→ -1, 18, 2, ·, 1.4%, -0.6, 29%, 8, 6
2	CCc1ccc(NCc2nc(-c3ccccc3)no2)cc1
→ -3, ·, 3, 5, 0.8%, 0.4, -20%, 2, -3
3	Cc1ccc(S(=O)(=O)N(C)C)cc1NC(=O)CN1CCCC1
→ -6, 1, 3, 4, 2.2%, 0.1, 4%, -27, 5
4	CCOc1cc(NC(=O)c2ccccn2)c(OCC)cc1NC(=O)c1ccc(Cl)cc1
→ 3, 11, 4, 14, 0.8%, 0.5, -5%, -2, 7
5	CCN(CCCNC(=O)C1CCN(S(=O)(=O)c2c(C)[nH]c(=O)[nH]c2=O)CC1)c1cccc(C)c1
→ 1, -8, 1, 1, 2.0%, 0.1, -6%, -1, 4
6	N#CCN(C(=O)COC(=O)C1CC2CCCC(C1)C2=O)c1ccccc1 (stereo unspecified)
→ 6, -7, 6, 2, -1.1%, 0.0, ·, 5, 3
7	CCS(=O)(=O)NCCNc1ccc([N+](=O)[O-])cc1
→ -2, -3, 2, -22, 0.5%, 0.5, -23%, 8, -1
8	COc1ccc(-c2cc(C(=O)OCC(=O)c3ccc(C)cc3)c3cccc(Cl)c3n2)cc1
→ -1, ·, 3, -26, 11%, 0.3, -5%, 8, -5
9	O=C(Cc1ccc(Cl)cc1)NN1C(=O)c2ccccc2C1=O
→ -9, -1, 5, -13, -0.2%, 0.2, -8%, -6, -5
10	CC(Sc1nnnn1C)C(=O)NC1CCCc2ccccc21 (stereo unspecified)
→ 5, 3, -2, 2, -0.2%, -0.1, -7%, -3, -2
11	Cc1cccc(NC(=O)NC(=S)NC(=O)c2ccccc2)c1
→ 1, -10, 8, -6, -0.4%, 0.5, -7%, -9, 4
12	COc1ccc(-n2ncc3c(N4CCN(c5cccc(C)c5C)CC4)ncnc32)cc1
→ 2, ·, 4, 12, 5.4%, -0.4, 1%, -6, -2
13	COc1cccc(CN(CC(=O)NC2CCCC2)C(=O)Cn2nnc(-c3cccs3)n2)c1
→ -2, -8, 2, -2, 1.1%, -0.5, -8%, 2, -14
14	Cc1nc(-c2ccccc2)sc1C(=O)/C=C/N(C)C
→ 3, 1, 0, ·, -4.4%, 0.3, -18%, -3, -1
15	Fc1ccc(N=Cc2ccc[nH]2)cc1
→ -9, 10, 2, -4, -0.7%, 0.9, -1%, 3, -3
16	CC1CC(C)CN(C(=O)COC(=O)CCCN2C(=O)c3cccc4cccc(c34)C2=O)C1 (stereo unspecified)
→ 3, -21, -1, 4, 1.0%, 3.0, ?, 18, -13
17	CC(=O)c1ccc2noc(-c3cccc(F)c3)c2c1
→ -5, -15, 1, 3, -3.5%, -0.7, 2%, 1, -3
18	Cc1cc(C)cc(N(C(=O)CNC(=O)c2ccco2)C(C(=O)NC2CCCC2)c2ccncc2)c1 (stereo unspecified)
→ -7, -4, 4, 1, -3.8%, 1.3, -5%, 5, 3
19	Cc1ccc2[nH]c3c(NCCN4CCOCC4)ncnc3c2c1
→ -2, -6, 2, -2, -0.3%, 0.1, -3%, 3, 1
20	COc1ccc(C(=O)c2c3ccc(OC)cc3[n+]([O-])n2CCCC(N)=O)cc1
→ -4, ·, -1, -7, 0.0%, 0.1, ·, -15, 4
21	O=C(Cc1ccc2c(c1)OCCO2)N1CCN(S(=O)(=O)c2ccccc2C(F)(F)F)CC1
→ -5, ·, 1, -24, -0.3%, -0.5, -4%, -20, -8
22	Cc1ccccc1C(=O)NNC(=O)CSc1nc2ccccc2c(=O)[nH]1
→ -1, -15, 2, 21, -0.4%, 0.2, -4%, -1, 25
23	CS(=O)(=O)c1ccc(NC(=O)c2cccc(-n3cnnn3)c2)cc1
→ -8, -2, 0, 15, 0.4%, 0.5, ·, 10, 3
24	CCc1nc2ccccc2c(C(=O)OCC(=O)NCCCN2CCCC2=O)c1C
→ 0, 6, 1, -2, -1.3%, -0.2, -10%, -4, 4
25	COc1ccc(NC(=O)CSc2nnc(-c3cnccn3)n2C)cc1OC
→ 1, -4, 1, 5, 0.1%, -0.9, 16%, -5, 1
26	Cc1ccc(Cn2nc(C)c3cc(C(=O)OCC(N)=O)sc32)cc1
→ -2, -26, 1, ·, 3.2%, 0.0, ?, -2, 4
27	CC(C)c1ccc(NC(=O)CN2C(=O)C3(SCC(=O)N3c3ccc(F)cc3)c3ccccc32)cc1 (stereo unspecified)
→ 0, ·, 5, 1, -0.1%, 0.1, -20%, 4, 2
28	Cc1sc(NC(=S)NC(=O)c2cccs2)nc1-c1ccc(C(C)C)cc1
→ 3, 21, 5, -14, 0.9%, 0.1, -1%, -4, 3
29	CC(CCc1ccccc1)NCC(O)c1cccc([N+](=O)[O-])c1 (stereo unspecified)
→ -4, -8, 16, 4, -1.6%, 1.7, -9%, -18, 0
30	COc1ccc(C2CC(=O)N(CC(=O)Nc3ccc(C(F)(F)F)cc3)c3ccccc3S2)cc1 (stereo unspecified)
→ -2, ·, 1, -8, 0.7%, 0.0, -10%, 7, 1
31	O=C(Nc1sc2c(c1-c1nc3ccccc3[nH]1)CCCC2)C1CCCC1
→ 4, -17, 3, 2, 0.0%, -0.1, -11%, -6, 13
32	Cc1ccc(CS(=O)Cc2ccc(C(=O)N3CCN(C4CCCCC4)CC3)o2)cc1 (stereo unspecified)
→ -3, 10, 1, -16, 3.4%, -0.5, -2%, 9, 8
33	O=C1C(=O)N(c2ccccc2)c2ccccc21
→ -4, 1, 0, -20, 0.3%, 1.0, -22%, 6, -1
34	O=C(Nc1ccc2oc(-c3ccccc3F)nc2c1)c1ncn[nH]1
→ -1, 1, 2, 2, -0.1%, -0.2, -19%, -2, 2
35	COc1ccc(NC(C)=O)cc1S(=O)(=O)N1CCN(C/C=C/c2ccccc2)CC1
→ -7, 2, 4, 4, -0.4%, -1.0, -3%, -2, -3
36	COC(=O)c1[nH]c2ccccc2c1NC(=O)CN1CCCCCC1
→ -3, 2, 0, 0, -1.1%, 0.7, ?, -3, 1
37	CCC(=C/c1sc2ccc3ccccc3c2[n+]1C)/C=C1\Sc2ccc3ccccc3c2N1C
→ 1, ?, 12, 11, -4.0%, 0.6, -19%, -4, -1
38	CCN(C(=O)Cc1c(C(=O)O)n(CC)c2ccccc12)c1cccc(C(F)(F)F)c1
→ -1, 3, 1, 8, 0.0%, -0.1, 5%, 1, -14
39	COc1ccc(CCn2c(=O)c3cccnc3n(Cc3ccc([N+](=O)[O-])cc3)c2=O)cc1OC
→ -12, -10, 4, -46*, 0.9%, -0.1, -14%, -10, -4
40	COc1cc(Cl)c(C)cc1Nc1c2c(nc3ccccc13)CCC2
→ -1, -30, 0, 0, 1.4%, -0.4, -10%, 2, 1
41	COc1ccc(NC(=O)CSc2nc3ccccc3nc2N2CCCC2)c(OC)c1
→ 1, -20, 14, 7, 4.0%, -0.1, -11%, 12, 3
42	Clc1cccc(CNc2ncnc3c2nc2n3CCCC2)c1
→ -2, 0, -2, -9, 6.1%, -0.1, -4%, -12, 3
43	N=C1/C(=C/c2cccn2-c2cccc([N+](=O)[O-])c2)C(=O)N=C2SC=CN12
→ 1, ·, 5, -13, 2.5%, 0.2, -5%, 5, 5
44	COc1ccc(-c2cc(NCCc3ccncc3)n3ncnc3n2)cc1
→ -3, 7, 0, -2, 4.6%, 0.1, -6%, 4, 0
45	Cc1cc(C)c(C#N)c(SCCS(=O)(=O)Cc2ccccc2)n1
→ -3, 3, 10, -8, 2.4%, -0.9, -6%, 1, -3
46	CNC(=O)C1CCN(S(=O)(=O)c2c(C)noc2/C=C/c2cccc(OC)c2)CC1
→ 5, 0, 3, -17, 0.3%, -0.2, -13%, -2, 1
47	COc1nc(-c2ccccc2)ccc1-c1noc(-c2ccc(F)cc2)n1
→ -4, ·, 2, -2, 11%, 0.2, -3%, ·, -1
48	COc1cccc(Nc2nc(-c3ccc4c(c3)OCCO4)cs2)c1
→ -3, -10, 2, -11, -1.9%, -0.2, -9%, 1, -2
49	CCOC(=O)CSc1nc2ccc(NC(=O)c3ccccc3)cc2s1
→ 0, ·, 4, 4, -1.0%, 1.0, 4%, 6, -2
50	O=C(CSc1ccc(-c2ccc(Br)cc2)nn1)N1CCOCC1
→ -1, 11, 4, -2, -1.8%, -0.4, -9%, -2, 0

Reformatted bar-delimited: entries from further up.
entry | Structure | D1 potentiator | RXFP1 antag | D1 agonist | D1 antagonist | RXFP1 agonist | TRHR ag | Apoferritin bind | D2 PAM | TRHR enhancer
24 | CCc1nc2ccccc2c(C(=O)OCC(=O)NCCCN2CCCC2=O)c1C | 0 | 6 | 1 | -2 | -1.3% | -0.2 | -10% | -4 | 4
25 | COc1ccc(NC(=O)CSc2nnc(-c3cnccn3)n2C)cc1OC | 1 | -4 | 1 | 5 | 0.1% | -0.9 | 16% | -5 | 1

Following part
Values run as follows: D1 potentiator, RXFP1 antag, D1 agonist, D1 antagonist, RXFP1 agonist, TRHR ag, Apoferritin bind, D2 PAM, TRHR enhancer
51	Fc1cc(Cl)c(OCc2noc(-c3ccsc3)n2)c(Cl)c1
→ -1, -8, 4, 2, 1.2%, -0.6, 3%, 6, -2
52	COc1cccc(CNC(=O)C2CCC(CNS(=O)(=O)c3cccc4cccnc34)CC2)c1 (stereo unspecified)
→ 3, 0, 2, -15, 2.4%, 0.7, ?, 8, -11
53	O=C(CCCN1C(=O)/C(=C/c2cccs2)SC1=S)Nc1cccnc1
→ 0, 7, 4, 33, 1.3%, 0.1, -11%, 14, 3
54	COc1ccc(NC(=O)c2sc3nc[nH]c(=O)c3c2C)cc1Cl
→ -3, -5, 2, 2, 3.2%, 0.3, -5%, -7, 2
55	C/C(=N\NC(=O)CN1CCN(S(=O)(=O)c2ccc(C)cc2)CC1)c1ccc(O)cc1
→ 2, 1, 1, 0, 1.0%, 0.5, 7%, ·, -1
56	CC(C)Cn1c(N2CCN(C(=O)/C=C/c3ccccc3)CC2)nc2ccccc21
→ -1, -9, 2, -5, -1.1%, -2.2, -15%, -6, 13
